# pAkt inh: Akt phosphorylation inhibition. Neuro2A IGF-stimulated pAkt S473 HTRF, 20 min; stronger effect = lower value. AID 651550. 360,000 tested, 0.32% active. activity change, % for hits at 50 µM; in the data active = activity change below about -80%; inconclusive = mostly about -51% to -80%; also: % is scaled to controls: 0 for no effect and ±100 for the full control effect
#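 Neuro2A cells in DMEM with 0.5% FBS, overnight at 37 deg C, given compound at single 50 µM final, then IGF (6 nM final) for 20 min at 37 deg C. Lysed; phospho-Akt Ser473 by HTRF after 24 h, 665/615 ratio.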
# MmCpn inh: inhibitors of Methanococcus maripaludis chaperonin (MmCpn). 330,000 tested, 0.031% active. purified Mm-Cpn ATPase, ADP Transcreener TR-FRET. Potency, µM (highest dose often 76.9 µM), for inactives: top-dose activity, negative = inhibition, actives largely listed as inhibitors; also: potency is read from the fitted curve at half-maximal effect; % is scaled to controls: 0 for no effect and ±100 for the full control effect; nearly all actives have a fitted effect of over 80% in size
#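 Reaction buffer contained 30 mM Tris pH 7.4, 100 mM KCl, 5 mM MgCl2 and 1 mM DTT. Mm-CPN (25 nM final) hydrolysed 10 uM ATP over 30 min at 37°C; ADP was read by HTRF.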
# Nrf2 ARE act: Nrf2 pathway activation | 410,000 tested, 0.31% active | AREc32 ARE-luciferase reporter (MCF7-derived line), luminescence, 24 h | Potency, µM (top dose mostly 46.1 µM), without a hit: at the highest dose activation, actives largely listed as activators; also: potency is read from the fitted curve at half-maximal effect; % of control where 0% means no effect; nearly all actives have a fitted effect of over 65% in size
#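 Luminescent ARE reporter assay in AREc32_Fluc cells: overnight plating at 37 deg C, 24 hr compound incubation, Steady-Glo added, 30 min RT before reading.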
# TGFb SMAD3 inh: blocks TGF-b signaling; HepG2 CAGA-GFP TGF-b/SMAD3 reporter, GFP fluorescence, 18 h; TGF-beta stimulated, 500 pg/mL final; 410,000 tested, 1.2% active; Potency, µM (highest dose often 46.1 µM), for the others: at the highest dose activity, negative = inhibition, usual class: inhibitors; also: potency is read from the fitted curve at half-maximal effect; % is scaled to controls: 0 for no effect and ±100 for the full control effect; nearly all actives have a fitted effect of over 65% in size
#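 First, reporter cells (HEPG2 CAGA-GFP) rested 2 h at 37 degrees C. Next, compounds were pinned in and TGF-beta added to 500 pg/mL final. After 18 h, GFP was imaged per cell and summed per well.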
# EPAC2 ag: agonists of human EPAC2 (RAPGEF4); 360,000 tested, 0.079% active; Potency, µM (series often up to 154 µM), for inactives: top-dose activation, usual class: activators; Q8WZA2; EPAC2 activation, biochemical qHTS; response scale: 100% = 6.5 mM cAMP response; also: potency is read from the fitted curve at half-maximal effect; nearly all actives have a fitted effect of over 50% in size
# Target sequence (Q8WZA2 whole entry, looked up): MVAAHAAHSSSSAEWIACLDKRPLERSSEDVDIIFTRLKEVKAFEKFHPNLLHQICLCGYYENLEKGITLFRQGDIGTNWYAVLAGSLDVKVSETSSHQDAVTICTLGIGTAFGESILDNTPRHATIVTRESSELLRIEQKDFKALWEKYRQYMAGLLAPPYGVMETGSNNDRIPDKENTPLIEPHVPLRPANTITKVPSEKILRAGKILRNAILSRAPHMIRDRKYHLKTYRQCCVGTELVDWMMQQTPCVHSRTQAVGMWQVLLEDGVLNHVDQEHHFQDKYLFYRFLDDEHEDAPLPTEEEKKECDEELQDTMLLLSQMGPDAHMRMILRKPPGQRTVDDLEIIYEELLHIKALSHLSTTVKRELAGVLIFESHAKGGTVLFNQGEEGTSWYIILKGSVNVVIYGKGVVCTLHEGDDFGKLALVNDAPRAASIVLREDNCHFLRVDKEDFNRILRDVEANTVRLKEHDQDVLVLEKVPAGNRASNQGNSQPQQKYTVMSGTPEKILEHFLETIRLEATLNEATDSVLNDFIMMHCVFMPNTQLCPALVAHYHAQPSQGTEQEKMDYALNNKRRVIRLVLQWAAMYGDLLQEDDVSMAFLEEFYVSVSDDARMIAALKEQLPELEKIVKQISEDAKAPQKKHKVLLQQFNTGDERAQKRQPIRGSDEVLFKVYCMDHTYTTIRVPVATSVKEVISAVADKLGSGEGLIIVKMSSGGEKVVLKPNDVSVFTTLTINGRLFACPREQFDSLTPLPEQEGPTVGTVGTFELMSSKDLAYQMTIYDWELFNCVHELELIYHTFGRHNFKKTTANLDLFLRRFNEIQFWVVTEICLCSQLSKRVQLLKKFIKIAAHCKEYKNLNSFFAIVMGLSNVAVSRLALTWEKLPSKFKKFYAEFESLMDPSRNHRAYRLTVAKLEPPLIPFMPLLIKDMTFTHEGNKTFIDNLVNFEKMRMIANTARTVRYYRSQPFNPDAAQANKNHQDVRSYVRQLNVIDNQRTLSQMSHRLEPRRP
#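 Compounds were added across a concentration range to EPAC2 (100 nM), RAP1B-BODIPY-GDP (250 nM) and GDP (50 uM). After 5 min at room temperature, fluorescence was recorded at 5-min intervals for 30 min.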
# A549 viability: counter-screen for Nrf2 inhibitors: cytotoxicity in A549 cells. A549 ARE-Fluc cells, CellTiter-Fluor viability, 18-24 h. Potency, µM (top dose mostly 46 µM), for the others: top-dose activity change, negative = cytotoxicity, actives largely listed as inhibitors. 390,000 tested, 0.16% active; also: potency is read from the fitted curve at half-maximal effect; % is scaled to controls: 0 for no effect and ±100 for the full control effect
#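 A549 ARE-Fluc cells in 5% FBS OPTI-MEM, 5000 cells/well, rested 2 h then exposed to compounds in concentration-response for 18-24 h at 37 °C. Viability by CellTiter-Fluor fluorescence (Ex 405/Em 525) after 30 min; luciferase luminescence (BugLite, 15 min, RT) read afterwards.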
# Nrf2 inh: blocks Nrf2 signaling | A549 ARE-Fluc reporter, luciferase luminescence, 18-24 h | Potency, µM (doses to about 46 µM), for inactives: at the top dose activity change, negative = inhibition, hits mostly inhibitors | 360,000 tested, 2.1% active | AID 504444; also: potency is read from the fitted curve at half-maximal effect; % is scaled to controls: 0 for no effect and ±100 for the full control effect; nearly all actives have a fitted effect of over 60% in size
#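 Two sequential reads on A549 ARE_Fluc cells exposed to compound for 18-24 h: a CellTiter-Fluor fluorescence read for viability, then a luciferase luminescence read for Nrf2/ARE activity.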
# EPAC2 antag: blocks human EPAC2 exchange factor. Potency, µM (titrated, usually from 114 µM), for inactives: at the top dose activity, negative = inhibition, actives largely listed as inhibitors. 360,000 tested, 0.18% active. EPAC2 GEF exchange of Rap1B-BODIPY-GDP, fluorescence; also: potency is read from the fitted curve at half-maximal effect; % is scaled to controls: 0 for no effect and ±100 for the full control effect; nearly all actives have a fitted effect of over 45% in size; many of its hits are not listed in these tables
# CCT modulator: cytosolic chaperonin activity modulation; purified chaperonin ATPase assay, HTRF ADP detection, 30 min; activity change, % (test concentration not listed), hits read low; AID 651819; 360,000 tested, 0.3% active; in the data active = activity change below about -30%; also: % is scaled to controls: 0 for no effect and ±100 for the full control effect
#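 Nucleotide hydrolysis assay: TRiC at 20–40 nM final (set by batch activity) with 10 uM ATP, 30 min at 37 °C, in presence of 76 uM compound. Detection by competitive ADP HTRF, 30 min ambient.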
# The depositor's hits bear a star; i = inactive; ? = inconclusive; · = not tested or not shown; [ ] = another dose, or the depositor's remark. Unless noted, calls follow the shape of the dose curve; as a rule, active = well fitted curve in the direction sought with a large enough effect; inconclusive = small, poorly fitted or top-dose-only effect, or another doubt; inactive = no such curve, though single readings can be large; an effect the other way counts as inactive or inconclusive.
SMILES,pAkt inh,MmCpn inh,Nrf2 ARE act,TGFb SMAD3 inh,EPAC2 ag,A549 viability,Nrf2 inh,EPAC2 antag,CCT modulator
Clc1ccc(C2Nc3ccccc3-n3cccc32)cc1 (stereo not given),i,-4%,17%,-8%,2%,24%,16%,3%,-30
CC1CCN(c2cc3c(cc2F)c(=O)c(S(=O)(=O)c2cccc(Cl)c2)cn3Cc2ccccc2)CC1,·,·,-0.5%,-12%,·,2%,?,·,·
O=C(COC(=O)CCC(=O)c1ccccc1)NNC(=O)c1ccc(Cl)cc1,i,0%,0.1%,-20%,0%,5%,12%,-6%,-1.4
CCN1c2ccccc2-c2nc(SCC(=O)Nc3cc(OC)cc(OC)c3)ncc2S1(=O)=O,·,·,-0.4%,-4%,·,4%,?,·,·
Cc1cc(C(=O)Nc2ccc(OCc3ccccc3)cc2)c(C)o1,i,2%,2.9%,-1%,8%,-5%,21%,-4%,0.2
CCOC(=O)c1ccc(NC(=S)Nc2cc(C)cc(C)n2)cc1,i,1%,-0.4%,6%,-8%,1%,-9%,6%,-0.8
CCc1ccc(NCc2cc3cc(OC)c(OC)cc3n(CC(=O)Nc3cc(C)ccc3C)c2=O)cc1,·,·,-0.7%,-3%,·,2%,34%,·,·
CCOC(=O)CN1C(=O)N[C@@H](c2ccccc2)C(C(=O)OC)=C1C,i,3%,-0.5%,2%,8%,4%,7%,7%,-2.5
C=C(C)c1ccccc1NC(=O)CCN1C(=O)c2ccccc2S1(=O)=O,i,1%,0.5%,8%,6%,-7%,10%,2%,-0.5
Cc1ccc(/C=C/C(=O)N2CCN(c3ccc(F)cc3)CC2)o1,i,-6%,2.9%,-6%,3%,-2%,?,12%,-5.6
COc1ccc(N2CCN(S(=O)(=O)c3ccc(Cl)c(C(F)(F)F)c3)CC2)cc1,i,-1%,0.1%,-2%,-4%,-12%,-6%,10%,-0.8
CSc1nc(SC(C)C(=O)O)c2c3c(sc2n1)COC(C)(C)C3 (stereo not given),i,-13%,0.3%,0%,0%,-10%,?,-8%,1.7
Cn1c(N)c(N=Cc2ccccc2)c(=O)n(C)c1=O,i,·,2.4%,6%,6%,-2%,-1%,3%,-1.0
CC(C)C(C(=O)Nc1ccncc1)c1ccc(Cl)cc1 (stereo not given),i,0%,0.1%,?,15%,-2%,?,-17%,-2.2
CCn1nnc(NC(=O)C(C)Oc2ccc(Cl)cc2Cl)n1 (stereo not given),i,0%,0.4%,-3%,10%,2%,1%,-1%,0.8
CCN(CC)Cc1cc(C(C)=O)ccc1OCC(C)C,i,3%,0.7%,-2%,-28%,-10%,-15%,-1%,-1.9
COc1cc(/C=C2/C(=O)NN(c3cccc(C)c3)C2=O)cc([N+](=O)[O-])c1O,i,-6%,0.1%,-5%,-2%,-4%,20%,-13%,0.0
CC(C)c1ccc(-c2noc(C3CCCN(S(C)(=O)=O)C3)n2)cc1 (stereo not given),i,1%,3.8%,12%,-5%,-4%,0%,-5%,-4.0
Cc1c(NC(=O)c2ccc3c(c2)OCO3)c(=O)n(-c2ccccc2)n1C,i,2%,0.1%,-3%,12%,-1%,9%,14%,5.3
CC(C)(C)c1ccc2cc(F)cc(F)c2n1,i,·,-0.6%,2%,3%,·,·,-3%,-4.2
COc1cc([N+](=O)[O-])cc2cc(C(=O)N3CCCC3)c(=O)oc12,i,?,4.6%,?,1%,-16%,-1%,7%,-1.6
CC(OC(=O)CNC(=O)c1ccccc1F)C(=O)Nc1nc(-c2ccccc2)cs1 (stereo not given),i,0%,3.1%,?,4%,-2%,?,0%,-0.1
CCOC(=O)[C@@H]1[C@H]2COc3ccccc3[C@H]2N2C(=O)N(c3cccc(Cl)c3)C(=O)[C@@]12C,i,3%,2.4%,-2%,12%,-2%,-3%,8%,0.0
COc1ccc(/C=C(/NC(=O)c2ccccc2)C(=O)N/N=C/c2ccc3c(c2)OCO3)cc1OC,i,-4%,8.2%,-29%,9%,5%,-27%,25%,3.5
CCCn1nc(NC(=O)c2ccncc2)c2cc3ccccc3nc21,i,-1%,0.1%,-6%,5%,-4%,·,-1%,0.7

# Already shown: 3 of the compounds above.
SMILES,pAkt inh,MmCpn inh,Nrf2 ARE act,TGFb SMAD3 inh,EPAC2 ag,A549 viability,Nrf2 inh,EPAC2 antag,CCT modulator
CCOC(=O)[C@@H]1[C@H]2COc3ccccc3[C@H]2N2C(=O)N(c3cccc(Cl)c3)C(=O)[C@@]12C,i,3%,2.4%,-2%,12%,-2%,-3%,8%,0.0
COc1ccc(/C=C(/NC(=O)c2ccccc2)C(=O)N/N=C/c2ccc3c(c2)OCO3)cc1OC,i,-4%,8.2%,-29%,9%,5%,-27%,25%,3.5
CCCn1nc(NC(=O)c2ccncc2)c2cc3ccccc3nc21,i,-1%,0.1%,-6%,5%,-4%,·,-1%,0.7

# Next part:
SMILES,pAkt inh,MmCpn inh,Nrf2 ARE act,TGFb SMAD3 inh,EPAC2 ag,A549 viability,Nrf2 inh,EPAC2 antag,CCT modulator
Cc1cc(C)c(NC(=O)CCn2nnc3ccccc32)c(C)c1,i,0%,-0.6%,8%,4%,3%,-8%,-1%,0.1
CCOc1ncccc1C(=O)OCC(=O)Nc1nnc(-c2ccccc2)o1,i,?,12%,-26%,6%,1%,3%,9%,-1.5
O=C(O)/C(=C\c1ccc(Cl)c([N+](=O)[O-])c1)c1ccc(S(=O)(=O)N2CCCCC2)s1,i,1%,-0.5%,-2%,-4%,1%,-5%,-25%,-1.5
O=S(=O)(NCCSCc1ccc(Cl)c(Cl)c1)c1ccc2c(c1)OCCO2,i,·,-0.5%,-5%,21%,-4%,-1%,-11%,-3.2
O=C(NCc1ccccn1)c1ccc(Cn2c(=S)[nH]c3ccccc3c2=O)cc1,i,3%,-3.7%,6%,-3%,0%,6%,20%,0.9
CC1CC(=O)N(CC(=O)NCc2ccc(F)cc2)c2ccccc2S1(=O)=O (stereo not given),i,1%,-0.7%,9%,5%,0%,11%,-3%,-2.3
CC1CCC(NC(=O)c2cnccn2)CC1 (stereo not given),i,-3%,0.8%,-5%,1%,-9%,11%,0%,-2.7
CCNC(=O)COC(=O)CCNC(=O)c1ccc(Cl)cc1,i,-2%,0.0%,-1%,11%,1%,2%,6%,-4.9
COc1ccccc1C(=O)N/C(=C\c1cn(S(=O)(=O)N(C)C)c2ccccc12)C(=O)N1CCN(C)CC1,i,·,-0.6%,9%,15%,·,·,8%,1.8
O=C(Cn1cc(COc2ccccc2C(F)(F)F)nn1)c1ccc(O)cc1,i,·,3.3%,-6%,1%,-13%,20%,1%,-0.3
CCOC(=O)C1CCCN(C2CC(=O)N(c3ccc(NC(C)=O)cc3)C2=O)C1 (stereo not given),i,-1%,-0.5%,-5%,-3%,10%,3%,2%,-2.7
Cc1cnc(NC(=O)CSc2ncc(-c3ccccc3)n2Cc2ccco2)s1,i,-2%,2.8%,?,10%,-17%,?,-1%,-1.2
CC(=O)NS(=O)(=O)c1ccc(NC(=S)Nc2ccccc2)cc1,i,0%,-0.7%,1%,0%,1%,11%,5%,-0.6
CCOC(=O)C1CN(c2cc3c(cc2F)c(=O)c(C(=O)O)cn3CC)OC1C(=O)OCC (stereo not given),i,-10%,-1.0%,0%,-12%,-8%,11%,-3%,-0.5
COc1ccc(NS(=O)(=O)c2ccc(NC(=S)NC(=O)c3ccc(Br)cc3)cc2)nn1,i,0%,0.1%,19%,2%,1%,-11%,-2%,-16
CCC(CC)C(=O)Oc1c(Sc2ccccc2[N+](=O)[O-])c(C)nn1C(C)(C)C,i,1%,2.0%,-29%,-7%,15%,4%,-15%,2.5
O=C(O)c1ccc(NS(=O)(=O)c2cccc3cccnc23)cc1,i,-1%,-0.2%,-6%,4%,4%,8%,-5%,1.2
COc1ccccc1N1CCN(C(=O)CN2C(=O)c3cccc4cccc(c34)C2=O)CC1,i,-2%,0.0%[9.22 µM],-5%,6%,4%,-21%,-3%,0.3
COc1ccccc1NS(=O)(=O)c1ccc2nc(CCl)[nH]c2c1,i,0%,-0.2%,6%,17%,0%,-13%,-3%,-2.0
Cc1ccc2[nH]cc(CCNC(=O)c3cccs3)c2c1,i,2%,8.5%,0%,0%,-1%,-11%,-1%,2.5
Cc1sc2ncnc(NCC3COc4ccccc4O3)c2c1C (stereo not given),i,3%,8.2%,?,12%,-5%,?,-26%,-1.2
O=C(Nc1ccccc1Cl)c1csc(-c2cccnc2)n1,i,-1%,30%,-11%,-2%,-2%,?,-6%,2.4
Cc1c(S(=O)(=O)N2CCN(C(=O)c3ccco3)CC2)c(=O)n(C)c(=O)n1C,i,3%,-0.7%,-6%,20%,3%,8%,11%,-6.2
O=C(NC(c1ccccc1)c1ccsc1)C1CCN(Cc2ccc(Cl)c(Cl)c2)CC1 (stereo not given),i,·,-0.7%,-17%,10%,·,·,6%,2.1
CCOC(=O)c1ccc(NC(=O)c2c(N)n(Cc3ccccc3)c(=O)[nH]c2=O)cc1,i,·,-1.1%,7%,9%,3%,10%,?,-1.0
Cc1ccc(S(=O)(=O)/N=c2\ccc(Cl)cn2C(F)F)cc1,i,-1%,-0.7%,13%,8%,12%,-9%,8%,-1.7
CC1CCCN(C(=O)C2CCN(S(=O)(=O)c3cccc4nsnc34)CC2)C1 (stereo not given),i,-20%,0.4%,-1%,4%,2%,9%,1%,1.7
Cc1ccccc1NC(=O)N1CCNC(=O)C1CC(=O)Nc1cc(Cl)ccc1Cl (stereo not given),i,-7%,0.5%,5%,19%,0%,-11%,13%,-0.3
COc1ccc(NS(=O)(=O)c2cccc3ccccc23)cc1,i,·,0.2%,-24%,9%,-1%,-28%,-26%,-0.8
O=C(c1cn(CCOc2ccc(Cl)cc2)c2ccccc12)C1CCCCC1,·,·,0.7%,10%,·,-2%,-5%,·,·

# Bioassay records as filed in PubChem.

# Only part of the results is shown; rates above refer to the full screens.
